Compound activity: PubChem, Broad Institute
IDE exosite FP: exo-site inhibitors of human insulin-degrading enzyme; P14735; purified IDE, FL-6b probe fluorescence polarization; hits give low values; z-score at 20 µM; actives 6.3% (n = 17,000); AID 1259349;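 active = z-score of -3 or lower, meaning strong loss of probe binding signal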;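 note: His-tagged human IDE residues 42-1019 made in E. coli with 30 nM FL-6b probe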
Target sequence (P14735 42-1019 limits assumed): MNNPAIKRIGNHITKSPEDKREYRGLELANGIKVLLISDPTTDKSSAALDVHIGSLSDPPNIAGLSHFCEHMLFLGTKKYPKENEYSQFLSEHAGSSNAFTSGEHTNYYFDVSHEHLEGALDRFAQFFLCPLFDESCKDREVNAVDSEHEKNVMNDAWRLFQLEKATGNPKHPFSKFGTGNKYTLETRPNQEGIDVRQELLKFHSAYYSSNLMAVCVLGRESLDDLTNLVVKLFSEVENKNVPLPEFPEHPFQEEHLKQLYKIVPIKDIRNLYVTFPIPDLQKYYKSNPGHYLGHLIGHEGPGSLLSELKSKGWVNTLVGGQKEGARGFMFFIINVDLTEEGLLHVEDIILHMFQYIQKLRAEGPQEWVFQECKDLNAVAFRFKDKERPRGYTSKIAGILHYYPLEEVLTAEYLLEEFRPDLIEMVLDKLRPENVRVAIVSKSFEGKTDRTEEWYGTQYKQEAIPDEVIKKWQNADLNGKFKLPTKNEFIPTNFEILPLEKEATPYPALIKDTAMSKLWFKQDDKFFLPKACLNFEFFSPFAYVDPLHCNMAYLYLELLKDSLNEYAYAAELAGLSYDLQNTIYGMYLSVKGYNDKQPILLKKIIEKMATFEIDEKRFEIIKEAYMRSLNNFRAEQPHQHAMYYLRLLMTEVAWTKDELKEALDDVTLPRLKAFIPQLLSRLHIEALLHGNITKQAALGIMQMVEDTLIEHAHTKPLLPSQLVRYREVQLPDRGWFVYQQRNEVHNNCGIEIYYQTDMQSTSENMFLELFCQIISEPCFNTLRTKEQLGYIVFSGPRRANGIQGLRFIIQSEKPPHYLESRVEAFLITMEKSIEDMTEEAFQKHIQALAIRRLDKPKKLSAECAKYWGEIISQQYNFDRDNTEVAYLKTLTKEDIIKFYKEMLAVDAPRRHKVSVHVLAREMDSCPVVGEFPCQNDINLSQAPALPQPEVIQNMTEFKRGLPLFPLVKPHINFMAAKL
Starred values were filed as active, the others as inactive; & = joins results of further samples.

No.	mol	IDE exosite FP
1	C/C=C/c1ccc([C@@H]2[C@H](CO)N(C(=O)c3ccccn3)C23CN(CCC(F)(F)F)C3)cc1	0.96
2	C[C@@H]1CN([C@@H](C)CO)S(=O)(=O)c2ccc(-c3cncnc3)cc2O[C@H]1CN(C)C(=O)NC1CCCC1	-0.32
3	CCc1csc(N2[C@H](C#N)[C@H](c3ccc(C#Cc4ccc(F)cc4)cc3)[C@H]2CO)n1	1.2
4	COc1cccc(-c2ccc3n(c2=O)C[C@@H]2[C@@H](CO)[C@H](C(=O)NC4Cc5ccccc5C4)N[C@H]32)c1	1.4
5	O=C(NC[C@@H]1[C@@H](c2ccccc2)[C@H](CO)N1C(=O)C1CC1)NC1CCCC1	2.2
6	C[C@H](O)C#Cc1ccc([C@@H]2[C@@H](CO)N3CCCCN(C(=O)c4ccncc4)C[C@@H]23)cc1	2
7	COc1ccc2c3c([nH]c2c1)[C@@H](CO)N(C(=O)c1ccc(F)cc1)CC31CCN(C(=O)NC(C)C)CC1	0.18
8	O=C(c1ccc(F)cc1)N1CCCCN2[C@H](C1)[C@H](c1ccc(-c3ccccc3)cc1)[C@@H]2CO	3.4
9	C/C=C/c1ccc([C@H]2[C@@H](CO)N3C(=O)CN(S(=O)(=O)c4cccc(F)c4)C[C@@H]23)cc1	0.16
10	CCCC#Cc1ccc([C@@H]2[C@H](CO)N3C(=O)CN(C(=O)NC4CCCC4)C[C@@H]23)cc1	3.2
11	N#C[C@H]1[C@H](c2ccc(C#CC3CCCCC3)cc2)[C@H](CO)N1C(=O)Nc1ccc(F)cc1	2.4
12	COc1ccc2c3c([nH]c2c1)[C@@H](CO)N(C(=O)Nc1ccc(F)cc1)CC31CCN(C(=O)Nc2ccc3c(c2)OCO3)CC1	0.61
13	Cc1cccc(-c2ccc([C@H]3[C@H](CO)N4C(=O)CN(S(=O)(=O)c5cccc(F)c5)C[C@@H]34)cc2)c1	1.1
14	CCCC#Cc1ccc([C@@H]2[C@@H](CO)N3C(=O)CN(C(=O)c4ccncc4)C[C@@H]23)cc1	1.2
15	COCC#Cc1ccc([C@@H]2[C@@H](CO)N3CCCCN(C(=O)COC)C[C@H]23)cc1	1
16	COc1ccccc1NC(=O)N1CC(=O)N2[C@H](CO)[C@H](c3ccc(C#CCC(C)C)cc3)[C@@H]2C1	0.82
17	O=C(c1ccccc1)N1CC(=O)N2[C@H](CO)[C@H](c3ccc(/C=C/c4ccccc4)cc3)[C@H]2C1	-8.4*
18	CC(C)CC#Cc1ccc([C@@H]2[C@@H](CO)N3CCCCN(C(=O)c4ccc5c(c4)OCO5)C[C@@H]23)cc1	2.7
19	CN(C)CC#Cc1ccc([C@@H]2[C@H]3CN(C(=O)c4cccc(F)c4)CC(=O)N3[C@H]2CO)cc1	1.6
20	O=C(Nc1cccc(Cl)c1)N[C@H]1CC[C@@H](CCn2cc(Cc3ccccc3)nn2)O[C@H]1CO	0.42
21	COc1ccc(-c2ccc3c(c2)[C@@H]2[C@@H](CCN2C(=O)c2cccc(F)c2)[C@@H](CO)N3)cc1	-0.095
22	CCCNC(=O)N1[C@H](CO)[C@@H](c2ccc(C3=CCCC3)cc2)[C@@H]1CN(C)C(C)=O	1.8
23	C/C=C/c1ccc([C@@H]2[C@@H](CO)N(c3nc(CC)cs3)[C@H]2C#N)cc1	-0.075
24	C[C@@H]1CN([C@H](C)CO)C(=O)CCCn2nncc2CO[C@H]1CN(C)C(=O)Nc1ccccc1C(F)(F)F	-1.1
25	O=S(=O)(NC[C@H]1N[C@H](CO)[C@H]1c1ccccc1)c1ccccc1	2
26	N#C[C@H]1[C@@H](c2ccc(C#CC3CCCC3)cc2)[C@@H](CO)N1S(=O)(=O)c1ccccc1	4.8
27	COc1cccc(-c2ccc(C3[C@@H]4CN(S(=O)(=O)c5ccccc5C)C[C@H]3N4)cc2)c1 (stereo not given in full)	-1.6&1.3
28	CCCC#Cc1ccc([C@@H]2[C@H](CO)N3CCCCN(Cc4cccnc4)C[C@@H]23)cc1	0.86
29	COc1ccc(-c2ccc([C@H]3[C@@H](C#N)N(C(=O)C4CC4)[C@H]3CO)cc2)cc1	0.32
30	CN(C)C(=O)c1cccc(-c2ccc(C3[C@H]4CNC[C@@H]3N4Cc3ccccc3C(F)(F)F)cc2)c1 (stereo not given in full)	-1.9
31	COc1ccc(-c2ccc3n(c2=O)C[C@@H]2[C@@H](CO)[C@H](C(=O)N4CCOCC4)N[C@H]32)cc1	-0.72
32	CN(C)C(=O)c1ccc(-c2ccc([C@@H]3[C@H](CO)N4CCCCN(Cc5ccncc5)C[C@@H]34)cc2)cc1	1.4
33	CO[C@@H]1CN(C)C(=O)c2cc(NC(=O)CC(F)(F)F)ccc2OC[C@H](C)N(CC2CC2)C[C@@H]1C	0.33
34	Cc1ccc(-c2ccc([C@H]3[C@H]4CN(C)CCCCN4[C@H]3CO)cc2)cc1	-0.045
35	C[C@@H]1CCCCO[C@H](CN(C)S(=O)(=O)c2ccc(Cl)cc2)[C@H](C)CN([C@@H](C)CO)C(=O)c2cc(NC(=O)Nc3ccc(C(F)(F)F)cc3)ccc2O1	1.5
36	COCC#Cc1ccc([C@H]2[C@H](CO)N3CCCCN(C(=O)Nc4cc(F)ccc4F)C[C@@H]23)cc1	2.3
37	CO[C@H]1CN(C)C(=O)c2cc(NC(=O)CC(F)(F)F)ccc2OC[C@@H](C)N(CC2CC2)C[C@@H]1C	1.4
38	CN(C)CC#Cc1ccc([C@H]2[C@@H](CO)N3CCCCN(S(=O)(=O)c4ccccc4)C[C@@H]23)cc1	2.5
39	O=C(C[C@H]1C[C@@H]2c3cc(NC(=O)C4CCOCC4)ccc3O[C@@H]2[C@H](CO)O1)NCCN1CCCCC1	-0.42
40	O=C(Nc1ccccc1F)N1CC(=O)N2[C@@H](CO)[C@@H](c3ccc(-c4ccc(F)cc4)cc3)[C@@H]2C1	2.5
41	C/C=C/c1ccc(C2[C@@H]3CN(C(=O)c4ccc5c(c4)OCO5)C[C@H]2N3)cc1 (stereo not given in full)	-1.4&4.6
42	CN(C[C@@H]1N[C@H](CO)[C@H]1c1ccccc1)C(=O)c1ccccn1	0.75
43	CCC(=O)N(CC)C[C@@H]1[C@@H](c2ccc(-c3ccccc3)cc2)[C@H](CO)N1C(C)=O	0.13
44	CCCC(=O)Nc1ccc2c(c1)C(=O)N(C)C[C@H](OC)[C@H](C)CN(C(=O)c1ccccn1)[C@H](C)CO2	-0.77
45	O=C(Nc1cccc(F)c1)N1CC(=O)N2[C@H](CO)[C@@H](c3ccc(-c4ccccc4F)cc3)[C@@H]2C1	1.4
46	C[C@H](NC(=O)[C@H]1[C@H](CO)[C@H]2Cn3c(ccc(-c4ccccc4F)c3=O)[C@@H]1N2)c1ccccc1	1.3
47	CO[C@@H](C(=O)N(C)C[C@H]1OCc2ccccc2-c2ccccc2C(=O)N([C@H](C)CO)C[C@@H]1C)c1ccccc1	0.11
48	N#C[C@H]1[C@@H](c2ccc(C3=CCCCC3)cc2)[C@@H](CO)N1C(=O)CN1CCOCC1	0.72
49	O=C(Cc1ccccn1)N1CC(=O)N2[C@@H](CO)[C@@H](c3ccc(-c4ccc(F)cc4)cc3)[C@@H]2C1	2.9
50	N#C[C@@H]1[C@@H](c2ccccc2C2=CCCCC2)[C@H](CO)N1C(=O)C1CCOCC1	0.41
51	O=C(C[C@H]1CC[C@@H]2[C@H](COC[C@@H](O)CN2CC2CCOCC2)O1)NCC1CCCCC1	0.68
52	CCCC#Cc1ccc([C@@H]2[C@H](CO)N3C(=O)CN(C(=O)c4ccc(F)cc4)C[C@@H]23)cc1	3.9
53	O=C(C[C@H]1C[C@@H]2c3cc(NS(=O)(=O)c4ccc(F)cc4)ccc3O[C@@H]2[C@H](CO)O1)NCCN1CCCCC1	-0.12
54	C[C@H]1CN([C@@H](C)CO)C(=O)c2ccccc2-c2ccccc2CO[C@H]1CN(C)C(=O)[C@H]1CCCN1C	-0.63
55	O=C(c1cccnc1)N1CC2(C1)[C@H](c1ccccc1)[C@@H](CO)N2Cc1ccc(Cl)cc1	-0.064
56	CCC(=O)N1[C@H](CNC(=O)COC)[C@H](c2ccc(-c3ccccc3)cc2)[C@@H]1CO	-2.8
57	CC(C)C#Cc1ccc([C@@H]2[C@H](CO)N3C(=O)CN(C(=O)c4ccc5c(c4)OCO5)C[C@@H]23)cc1	-1.3
58	COc1ccc(C#Cc2ccc([C@H]3[C@@H](CO)N4C(=O)CN(C(C)=O)C[C@@H]34)cc2)cc1	3.9
59	CCCC#Cc1ccc([C@@H]2[C@H](CO)N3C(=O)CN(S(=O)(=O)c4ccccc4C)C[C@@H]23)cc1	-2.3
60	N#C[C@@H]1[C@H](c2ccccc2C2=CCCC2)[C@H](CO)N1C(=O)NC1CCCCC1	-0.079

Retrieved by compound from the list above (6):
No.	mol	IDE exosite FP
53	O=C(C[C@H]1C[C@@H]2c3cc(NS(=O)(=O)c4ccc(F)cc4)ccc3O[C@@H]2[C@H](CO)O1)NCCN1CCCCC1	-0.12
49	O=C(Cc1ccccn1)N1CC(=O)N2[C@@H](CO)[C@@H](c3ccc(-c4ccc(F)cc4)cc3)[C@@H]2C1	2.9
51	O=C(C[C@H]1CC[C@@H]2[C@H](COC[C@@H](O)CN2CC2CCOCC2)O1)NCC1CCCCC1	0.68
48	N#C[C@H]1[C@@H](c2ccc(C3=CCCCC3)cc2)[C@@H](CO)N1C(=O)CN1CCOCC1	0.72
46	C[C@H](NC(=O)[C@H]1[C@H](CO)[C@H]2Cn3c(ccc(-c4ccccc4F)c3=O)[C@@H]1N2)c1ccccc1	1.3
38	CN(C)CC#Cc1ccc([C@H]2[C@@H](CO)N3CCCCN(S(=O)(=O)c4ccccc4)C[C@@H]23)cc1	2.5

Returning to the listing, starting 2 compounds before the break.
No.	mol	IDE exosite FP
59	CCCC#Cc1ccc([C@@H]2[C@H](CO)N3C(=O)CN(S(=O)(=O)c4ccccc4C)C[C@@H]23)cc1	-2.3
60	N#C[C@@H]1[C@H](c2ccccc2C2=CCCC2)[C@H](CO)N1C(=O)NC1CCCCC1	-0.079
61	OC[C@H]1[C@H](c2ccc(C#CC3(O)CCCC3)cc2)[C@H]2CN(Cc3cncnc3)CCCCN21	0.53
62	CCN1CC(=O)N2[C@H](CO)[C@@H](c3ccc(Br)cc3)[C@@H]2C1	0.33
63	COc1ccc(CNC(=O)C[C@H]2CC[C@H](NC(=O)CN(C)C)[C@H](CO)O2)cc1	1.2
64	COc1ccccc1S(=O)(=O)N[C@H]1C=C[C@@H](CC(=O)N2CCOCC2)O[C@@H]1CO	-0.054
65	CCCNC(=O)N1CC2(CN(Cc3cccnc3)C2)c2c(n(C)c3cc(OC)ccc23)[C@H]1CO	-0.99
66	O=C(Cc1ccccn1)N1CC(=O)N2[C@H](CO)[C@H](c3ccc(C#CCC4CCCC4)cc3)[C@H]2C1	1.4
67	O=C1CNC[C@@H]2[C@H](c3ccc(C#Cc4cccnc4)cc3)[C@H](CO)N12	-0.44
68	C/C=C/c1ccc([C@@H]2[C@@H](CO)N3C(=O)CN(Cc4ccc(C(=O)OC)cc4)C[C@@H]23)cc1	2
69	CO[C@@H]1CN(C)C(=O)c2cc(NC(C)=O)ccc2OC[C@H](C)N(S(C)(=O)=O)C[C@H]1C	-0.96
70	C[C@@H]1CN([C@H](C)CO)C(=O)CCCn2nncc2CO[C@H]1CN(C)C(=O)CCC(F)(F)F	-0.32
71	CN(C)CC#Cc1ccc([C@@H]2[C@@H](CO)N3CCCCN(CC4CCOCC4)C[C@H]23)cc1	-0.0045
72	COC(=O)C[C@H]1CC[C@H]2[C@@H](COC[C@H](O)CN2S(=O)(=O)c2cn(C)cn2)O1	1.5
73	CCS(=O)(=O)N1CC2(C1)[C@@H](c1ccccc1)[C@H](CO)N2Cc1ccccn1	1.9
74	CCc1nc(N2[C@@H](C#N)[C@H](c3ccccc3-c3ccccc3C)[C@@H]2CO)sc1C	1.3
75	C[C@H]1CN([C@@H](C)CO)C(=O)CCCn2nncc2CO[C@H]1CN(C)Cc1ccc2c(c1)OCCN2C	0.26
76	CN1C(=O)c2cc(NC(=O)Nc3ccccc3F)ccc2OC[C@H]2O[C@H](CC(=O)NCCc3ccncc3)CC[C@@H]21	-1
77	COc1ccccc1NC(=O)N1CCCCN2[C@@H](CO)[C@@H](c3ccc(C#CC4CCCC4)cc3)[C@@H]2C1	5.3
78	N#C[C@@H]1N[C@H](CO)[C@H]1c1ccc(C#CC2CCCC2)cc1	3.5
79	COc1ccccc1NC(=O)N1CC(=O)N2[C@H](C1)[C@@H](c1ccc(C#CCC(C)C)cc1)[C@@H]2CO	2
80	C/C=C/c1ccc([C@H]2[C@@H](CO)N(C(=O)CN(C)C)[C@@H]2CNC(=O)CC)cc1	1.9
81	CCCNC(=O)N1[C@H](C#N)[C@@H](c2ccc(C3=CCCC3)cc2)[C@H]1CO	0.093
82	CCC(=O)N1[C@@H]2c3ccc(-c4ccccc4F)c(=O)n3C[C@H]1[C@H](CO)[C@H]2C(=O)NC1CCC1	0.45
83	CN(C)C(=O)C[C@@H]1CC[C@@H]2[C@H](COc3ccc(NC(=O)C4CCCCC4)cc3C(=O)N2C)O1	-1.2
84	CCCC#Cc1ccc([C@H]2[C@@H](CO)N(C(C)=O)[C@@H]2CNC(=O)C2CC2)cc1	-0.67
85	N#C[C@@H]1[C@H](c2ccc(C3=CCCC3)cc2)[C@H](CO)N1S(=O)(=O)c1ccccc1	2.7
86	CCCC#Cc1ccc([C@@H]2[C@H](C#N)N(C(=O)CN3CCOCC3)[C@H]2CO)cc1	-0.83
87	CNC[C@@H]1Oc2c(NS(=O)(=O)c3ccc(Cl)cc3)cccc2C(=O)N([C@H](C)CO)C[C@H]1C	0.11
88	CN(C[C@H]1N[C@@H](CO)[C@H]1c1ccc(-c2ccc(F)cc2)cc1)C(=O)C1CCC1	-0.83
89	C[C@H](CO)N1C[C@H](C)[C@H](CN(C)S(C)(=O)=O)Oc2ccc(NC(=O)NC3CCCCC3)cc2C1=O	1.3
90	Cc1ccccc1S(=O)(=O)N1C[C@@H]2N[C@H](C1)C2c1ccc(/C=C/c2ccccc2)cc1 (stereo not given in full)	-1.5
91	N#C[C@@H]1[C@@H](c2ccc(C3=CCCC3)cc2)[C@@H](CO)N1C(=O)Cc1ccncc1	2.9

Not all compounds are listed, so the mix of outcomes need not match the whole.
